LGR2 antag: inhibitors of bursicon-induced LGR2 CRE-luciferase signal, primary screen, cell-based, HEK293, CRE-luciferase reporter, bursicon stimulation; inhibition, % at 9.99 µM; bursicon-stimulated, 4 h; actives 0.35% (n = 380,000); Drosophila bursicon receptor LGR2 (rickets);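 active = drop in luminescence signal, shown as inhibition above about 50% in the replicate tests, limit read from the data, passing the limit was not always enough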;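 note: agonist challenge used bursicon conditioned medium at about half maximal strength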
esBAF inh: Bmi1 luciferase reporter increase in mESCs, primary screen, esBAF inhibitor project, mouse ES cells, Bmi1 luciferase knock-in, single point. 24 h; 100% = twice the neutral-well signal. reporter increase, % at 12.5 µM. actives 2% (n = 350,000). AID 602393, 2012; in the data active = activation above about 40%;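 note: 0% = median of the plate's neutral control wells and 100% = double that signal; a rise in the Bmi1 reporter signal indicates esBAF inhibition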
S100A4 inh HTS: inhibitors of S100A4-myosin IIA peptide binding, primary screen, biochemical, fluorescence polarization, TAMRA-MyoIIA peptide; inhibition, % at 10.7 µM; Protein S100-A4 (Homo sapiens), P26447; actives 0.14% (n = 360,000); AID 652163, 2013;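 active = mean inhibition of at least 70% across replicates, with every replicate also reaching that level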
Target sequence (P26447 whole entry, looked up): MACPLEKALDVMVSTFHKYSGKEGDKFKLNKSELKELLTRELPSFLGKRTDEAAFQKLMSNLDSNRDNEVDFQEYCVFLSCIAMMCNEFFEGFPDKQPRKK
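assay system = human S100A4 monomer with TAMRA-labelled myosin IIA peptide | also added = labelled myosin peptide probe, 5 nM | incubation = 5 min between mix addition and reading | control set = DMSO and TFP controls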
FN deposit inh: inhibitors of fibronectin matrix deposition, primary screen, AH1F cells, Alexa488-fibronectin fluorescence, plate reader; AH1F fibroblasts, overnight; actives 0.086% (n = 350,000); inhibition, % at 12.6 µM; AID 743247, 2014;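 active = mean inhibition across replicates of 30% or more, regardless of how many single replicates reach that level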;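 note: positive control wells lacked labelled fibronectin entirely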
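test system = AH1F fibroblasts assembling fluorescent fibronectin matrix | quantity = 10000 AH1F cells per well | buffer or medium = DMEM plus 2% serum, read in PBS | doses = single dose, pinned | incubation = 1 h cell attachment, overnight exposure to compound and label | detection = fluorescence at 485 nm excitation, 525 nm emission | read-out basis = inhibition from reduced deposited-fibronectin fluorescence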
SIRT5 block: SIRT5 desuccinylase inhibitors, primary screen, biochemical, fluorescence imaging, single point, set 5; Purified SirT5, succinyl-peptide AMC, trypsin-coupled fluorescence; NAD-dependent protein deacylase sirtuin-5, mitochondrial (Homo sapiens), Q9NXA8; actives 1.1% (n = 330,000); inhibition, % at 15 µM; in the data active = inhibition above about 15%
Target sequence (Q9NXA8 whole entry, looked up): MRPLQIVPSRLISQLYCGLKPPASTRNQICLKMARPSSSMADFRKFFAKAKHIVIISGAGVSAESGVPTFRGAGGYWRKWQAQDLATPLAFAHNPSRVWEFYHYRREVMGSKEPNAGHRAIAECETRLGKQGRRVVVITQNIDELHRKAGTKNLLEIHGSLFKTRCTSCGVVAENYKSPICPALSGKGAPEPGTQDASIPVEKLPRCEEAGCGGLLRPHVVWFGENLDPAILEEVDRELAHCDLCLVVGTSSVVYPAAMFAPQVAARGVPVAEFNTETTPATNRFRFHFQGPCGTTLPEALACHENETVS
Casp6 inh: human caspase-6 inhibitors, primary screen, biochemical, VEID-R110 fluorescence, single point, set 2; actives 0.53% (n = 350,000); P55212; inhibition, % at 12.5 µM; purified caspase-6, Z-VEID-R110 cleavage fluorescence;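 active = mean inhibition across replicates at least about 35%, with every replicate also reaching that limit, limit read from the data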;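 note: 0% = median of neutral control wells and 100% = no fluorescence left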
Target sequence (P55212 24-179 limits assumed): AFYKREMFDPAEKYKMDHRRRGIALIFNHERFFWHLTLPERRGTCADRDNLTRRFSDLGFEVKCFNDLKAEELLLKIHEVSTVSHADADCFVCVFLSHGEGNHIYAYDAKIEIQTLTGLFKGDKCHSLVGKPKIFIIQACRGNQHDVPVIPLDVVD
Target sequence (P55212 194-293 limits assumed): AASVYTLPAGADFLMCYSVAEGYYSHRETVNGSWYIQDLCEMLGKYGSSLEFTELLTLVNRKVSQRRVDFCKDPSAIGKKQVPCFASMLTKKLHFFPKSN
Statin myotox sup: suppressors of statin myotoxicity in C2C12 myotubes, primary screen, cell-based, single point, plate reader; C2C12 myotubes + simvastatin, ATP luminescence, 48 h; scaled: DMSO 0, geranylgeraniol control 100; rescue of ATP level, % at 7.49 µM; actives 0.78% (n = 330,000); AID 602340, 2012;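 active = mean ATP rescue above about 67%, or every replicate alone reaching that limit, limit read from the data, passing the limit was not always enough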;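 note: myotubes were challenged with 10 µM simvastatin during compound exposure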
Active calls of the source: *; . = no result given; & = joins results of further samples. Only part of the results is shown, so the mix of outcomes need not match the whole.

Molecule	LGR2 antag	esBAF inh	S100A4 inh HTS	FN deposit inh	SIRT5 block	Casp6 inh	Statin myotox sup
Cc1noc(C)c1S(=O)(=O)N(C)C[C@H]1OCCCC[C@@H](C)Oc2ccc(NC(=O)Nc3ccccc3)cc2C(=O)N([C@@H](C)CO)C[C@H]1C	1	-5	-34	4	3	-2	.
Cc1c(C(=O)O)oc2ccc(S(=O)(=O)N3CCCC3)cc12	3	-2	0	-2	-2	1	12
CC1CCN(S(=O)(=O)c2ccc(S(=O)(=O)NCc3cccnc3)cc2)CC1	3	.	-2	.	-1	-2	.
COc1ccc(-c2noc(CCCC(=O)NC3CCCCC3)n2)cc1OC	5	0	-2	-3	-4	-4	-3
O=C(O)C(Cc1ccccc1)N=Cc1c(O)c2ccccc2oc1=O (stereo not given)	.	.	-1	3	0	6	.
CCC(C)[C@H](NC(=O)NCc1ccc(F)cc1)C(=O)O (stereo not given in full)	3	-3	44	-5	-2	2	-14
CC(C)c1nnc(NC(=O)CSc2nnc(NC(=O)c3c(F)cccc3F)s2)s1	2	14	2	2	1	-3	9
COc1ccc(S(=O)(=O)N2CCOC2CNC(=O)C(=O)NCCCc2ccccc2)cc1 (stereo not given)	1	3	5	-4	-1	2	0
Cc1cccc(C(=O)NCc2nnc(SCC(=O)NC3=NCCS3)n2C)c1	-3	5	6	-7	.	21	-7
C[C@@H]1CCCCO[C@@H](CN(C)C(=O)CCC(F)(F)F)[C@H](C)CN([C@@H](C)CO)C(=O)c2cc(NS(=O)(=O)c3ccccc3)ccc2O1	4	6	-4	.	1	1	.
CCc1ccc(OCC(=O)NNC(=O)c2cnccn2)c(Br)c1	4	.	3	3	-6	6	.
COc1ccc(CCC(=O)OCC(=O)Nc2sccc2C(N)=O)cc1OC	-9	6	-2	.	0	1	5
CN(C(=O)COC(=O)c1cc(S(=O)(=O)N2CCOCC2)ccc1Cl)C1CCS(=O)(=O)C1 (stereo not given)	-7	1	0	5	2	-1	-5
O=C(Nc1ccc(F)cc1)C(c1cccc(F)c1)N1CCN(Cc2c(F)cccc2Cl)CC1 (stereo not given)	-21	.	1	17	0	3	.
CCOC(=O)C(=CNc1ccc(Oc2cccnc2)nc1)C(=O)OCC	15	-9	-3	4	3	0	-10
Cc1ccc(CNC(=O)CSc2nc(C)cs2)cc1	-5	.	17	5	0	3	.
COCCn1c(N)c(N(Cc2ccccc2)C(=O)CSCC(=O)Nc2ccc(C)cc2)c(=O)[nH]c1=O	8	-1	0	2	-13	-1	-1
Cc1ccc2c(C)c(C(=O)N(C)Cc3nccn3C)oc2c1C	5	-3	0	0	-2	-1	18
Cc1noc(C)c1S(=O)(=O)N(C)C[C@@H]1Oc2c(NC(=O)C3CCCCC3)cccc2C(=O)N([C@@H](C)CO)C[C@@H]1C	10	-3	-4	.	4	-3	-39
O=C(C[C@@H]1C=C[C@@H](NC(=O)Nc2ccc(F)cc2)[C@H](CO)O1)NCCN1CCCC1	-14	-1	-6	3	0	-2	2

Retrieved by structure from the list above, two records:
Molecule	LGR2 antag	esBAF inh	S100A4 inh HTS	FN deposit inh	SIRT5 block	Casp6 inh	Statin myotox sup
COc1ccc(CCC(=O)OCC(=O)Nc2sccc2C(N)=O)cc1OC	-9	6	-2	.	0	1	5
COCCn1c(N)c(N(Cc2ccccc2)C(=O)CSCC(=O)Nc2ccc(C)cc2)c(=O)[nH]c1=O	8	-1	0	2	-13	-1	-1

More structures follow.
Molecule	LGR2 antag	esBAF inh	S100A4 inh HTS	FN deposit inh	SIRT5 block	Casp6 inh	Statin myotox sup
C[C@@H]1CN([C@H](C)CO)C(=O)Cc2cc(NC(=O)Nc3ccc(F)cc3)ccc2O[C@@H]1CN(C)Cc1ccccc1	1	0	7	.	5	-2	-40
C=CCc1ccccc1Oc1cc(OC)nc(N)n1	-11	0	-2	0	-6	-3	8
C[C@@H]1CN([C@H](C)CO)C(=O)Cc2cc(N(C)C)ccc2O[C@@H]1CN(C)Cc1ccc(Oc2ccccc2)cc1	26	-2	-1	.	-1	0	9
COc1cccc(CNC(=O)[C@@H]2[C@@H](CO)[C@@H]3Cn4c(ccc(-c5ccncc5)c4=O)[C@@H]3N2C)c1	-23	2	-6	.	-1	-1	-7
CCCN(CCC)CCNC(=O)CN1C(=O)COc2ccc(S(=O)(=O)N3CCOCC3)cc21	-23	2	6	6	-3	-4	7
O=C(N/N=C/c1cccnc1)c1ccccc1NS(=O)(=O)c1cccs1	9	-6	-1	2	3	.	5
CN(C)S(=O)(=O)c1ccc(C(=O)N2CCN(C(=O)C3CCCO3)CC2)cc1 (stereo not given)	-2	0	1	-3	-7	1	3
CCOC(=O)C1CCCN(C(=O)c2ccc(NC(=O)CC3SC(N4CCCC4)=NC3=O)cc2)C1 (stereo not given)	2	.	1	2	0	0	.
Cc1cc(NC(=O)CN2C(=O)NC3(CCCCCC3)C2=O)no1	-8	2	-3	-2	4	-1	12
N#CCCN1C(=O)C2(OCCO2)c2ccccc21	-16	0	-1	-3	1	.	-7
COC(=O)c1c(N)c2ccccc2[nH]c1=O	-5	-4	.	.	.	.	2
Nc1ncnc2c1ncn2[C@@H]1O[C@H](CNCc2c(OCc3ccccc3F)ccc3ccccc23)[C@@H](O)[C@H]1O	15	-1	-2	2	-3	-2	-10
CCOc1ccc(N(CC(=O)N2CC=C(c3ccccc3)CC2)S(=O)(=O)c2c(C)noc2C)cc1	17	0	1	-8	.	-1	4
N#Cc1ccc(NC(=S)NCCN2CCOCC2)cc1	9	0	-1	.	0	1	0
COc1ccccc1-c1ccc([C@H]2[C@H](CO)N3CCCCN(C(=O)c4cccnc4)C[C@@H]23)cc1	0	-4	2	6	-1	2	-5
CCCCC(=O)Nc1ccc(C(=O)NNC(=S)NC(=O)c2cccs2)cc1	3	-9	.	.	.	.	3
Cc1ccc(S(=O)(=O)N(C)C[C@H]2Oc3ccc(NS(=O)(=O)c4c(C)noc4C)cc3C(=O)N([C@H](C)CO)C[C@H]2C)cc1	0	-3	-18	.	-4	1	-33
COc1ccnc(Oc2ccc(F)cc2)c1C(=O)N/C=N/OCc1ccc(Cl)cc1Cl	-5	9	0	.	2	-1	-15
C[C@@H]1CN([C@H](C)CO)C(=O)c2cccc(NC(=O)Nc3ccc(C(F)(F)F)cc3)c2O[C@@H]1CN(C)Cc1ccc(-c2ccccc2)cc1	9	-2	1	.	103*	-3	-30
Cc1c(C(=O)NNC(=S)NCc2ccc(Cl)cc2)oc2ccccc12	6	.	0	-1	0	-1	.
CCOCCCNCc1cccc(OCc2ccc(F)cc2)c1	0	.	0	9	-5	-10	.
Cc1ccc(S(=O)(=O)NC(=O)C2(C)CCN2C(=O)CCc2ccc(Cl)cc2Cl)nc1 (stereo not given)	-20	-4	-4	4	-3	1	-4
CCOC(=O)C1(C)CCCN(C(=O)c2cc(OC)c(OC)c(OC)c2)C1 (stereo not given)	2	-2	-1	.	.	-5	1
COc1ccccc1NC(=O)c1cc(-c2ccc(C)o2)nc2ccccc12	-17	12	1	3	.	-1	1
COc1ccc(N2CCN(C(=O)CCCn3c(=S)[nH]c4cc5c(cc4c3=O)OCO5)CC2)cc1	.	-9	.	10	.	.	11
COc1cccc(/C=C/C(=O)OCC(=O)NC(=O)NC2CCCCC2)c1	9	-4	-1	0	0	-5	2
Cc1noc(NS(=O)(=O)c2ccc(N/C=C/C(=O)c3ccc(F)cc3)cc2)c1C	7	.	3	1	3	5	.
COc1ccc(NC(=O)CN(c2ccc([N+](=O)[O-])cc2)S(=O)(=O)c2ccccc2)c(OC)c1	-3	.	-3	-2	2	0	.
OC1(c2ccccc2)Cc2cccc[n+]2C1c1ccccc1 (stereo not given)	-12	3	-4	6	-1	-1	4
COc1ccc(NC(=O)N(C)C[C@@H]2Oc3cc(-c4ccc(C)cc4)ccc3S(=O)(=O)N([C@H](C)CO)C[C@@H]2C)cc1	-7	-1	2	.	10	6	-6

Entries above shown as hits in SIRT5 block.
mol | LGR2 antag | esBAF inh | S100A4 inh HTS | SIRT5 block | Casp6 inh
C[C@@H]1CN([C@H](C)CO)C(=O)c2cccc(NC(=O)Nc3ccc(C(F)(F)F)cc3)c2O[C@@H]1CN(C)Cc1ccc(-c2ccccc2)cc1 | 9 | -2 | 1 | 103* | -3

Some entries already given, reduced to Statin myotox sup, FN deposit inh and esBAF inh:
mol,Statin myotox sup,FN deposit inh,esBAF inh
CCOCCCNCc1cccc(OCc2ccc(F)cc2)c1,.,9,.
Cc1ccc(S(=O)(=O)NC(=O)C2(C)CCN2C(=O)CCc2ccc(Cl)cc2Cl)nc1 (stereo not given),-4,4,-4

(next part)
Molecule	LGR2 antag	esBAF inh	S100A4 inh HTS	FN deposit inh	SIRT5 block	Casp6 inh	Statin myotox sup
C[C@H]1CN([C@@H](C)CO)C(=O)c2cc(C#Cc3ccccc3F)cnc2O[C@@H]1CN(C)C	-8	0	-45	.	-3	-4	9
COc1ccccc1CNC(=O)C1CCCN(S(=O)(=O)c2cccc3cccnc23)C1 (stereo not given)	9	-5	-4	6	.	3	0
Cc1nn(-c2cccc(Cl)c2)c2nc(-c3ccco3)cc(C(=O)O)c12	.	-15	.	7	.	.	11
CN(CCC#N)C(=O)c1cc2c(s1)-c1ccccc1SC2	-30	53*	0	3	0	2	-3
O=C(COC(=O)c1c(F)cccc1Cl)NCC1CCCCC1	-62	36	12	-3	.	-1	4
O=C(NCc1ccccc1)C1CCN(C(=O)Cc2ccccc2)CC1	1	1	-4	-6	3	-4	-6
NS(=O)(=O)c1ccc(CNC(=O)c2cc(=O)[nH]c3ccccc23)cc1	3	-9	2	-2	.	0	6
Cc1noc(C)c1S(=O)(=O)Nc1ccc2c(c1)CC(=O)N([C@@H](C)CO)C[C@@H](C)[C@@H](CN(C)C)O2	3	0	-2	.	-2	-1	3
C[C@@H]1CN([C@@H](C)CO)C(=O)c2cc(NC(=O)Nc3ccccc3)ccc2O[C@@H]1CN(C)S(C)(=O)=O	24	1	-34	.	-9	3	15
COc1ccc(NS(=O)(=O)c2cc(NC(=O)Cc3c(F)cccc3Cl)ccc2OC)cc1	-9	7	3	7	-3	-3	-13
COCC(=O)NC[C@H]1[C@H](c2ccc(C3=CCCC3)cc2)[C@H](CO)N1C(=O)C1CC1	-10	0	.	-2	.	.	18
O=c1[nH]cc(S(=O)(=O)c2ccccc2)[nH]1	3	-5	4	16	.	-2	-1
Clc1cccc(CN2CCN(c3ncc(Cc4ccccc4)cn3)CC2)c1Cl	12	.	-20	11	1	-1	.
CCCCN(C(=O)COC(=O)COc1c(C)cc(C)cc1C)c1c(N)n(CCC)c(=O)[nH]c1=O	-1	.	-3	6	-5	1	.
Nc1cccc(Oc2c(F)c(F)c(Oc3cccc(N)c3)c(F)c2F)c1	13	.	-5	24	-1	0	.
O=C(CSc1nnc(-c2ccc(O)cc2)o1)NNC(=O)c1ccncc1	6	1	-14	2	1	-3	3
CCCCNC(=O)COC(=O)c1cc(F)c(F)cc1Cl	-8	-4	2	.	1	-1	23
CS(=O)(=O)c1ncc(CO)n1Cc1ccccc1	19	.	7	1	1	1	.
CC(C)CC#Cc1cnc2c(c1)C(=O)N([C@@H](C)CO)C[C@H](C)[C@@H](CN(C)Cc1ccc(C(=O)O)cc1)O2	6	6	3	.	-7	3	-19
O=C(C[C@H]1C/C=C\C[C@H](Cc2ccc(F)cc2)C(=O)OCCNC1=O)NCCO	-4	6	3	1	.	-2	5
C[C@H](CO)N1C[C@H](C)[C@@H](CN(C)S(C)(=O)=O)Oc2c(NC(=O)Nc3ccc4c(c3)OCO4)cccc2C1=O	-21&1	6&0	5&5	-3&-3	-3&9	-1&0	-2
O=C(O)Cn1c(SCCOc2ccc(Cl)cc2)nc2ccccc21	-9	-4	-2	2	-3	0	-3

High-throughput results from PubChem BioAssay.
